Assay outcomes from PubChem.
TPT1 inh: C. albicans TPT1 enzyme inhibition; recombinant caTPT1, FP RNA substrate dephosphorylation; inhibition, % at 5 µM; actives 0.81% (n = 300,000);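 active = inhibition above the mean of all tested compounds plus 3 SD, set per screening campaign, cut at about 24% in these data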;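 note: plate controls were DMSO alone for no effect and ferristatin control at 100 nM for full effect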
PP5 inh: blocks human protein phosphatase 5 activity; actives 0.18% (n = 320,000); inhibition, % at 6.7 µM; purified PP5c, OMFP substrate fluorescence; P53041;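 active = inhibition above the campaign's mean inhibition across all tested compounds plus 3 SD, cut at about 9.5% in these data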;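 note: 0% = DMSO only and 100% = 100 µM cantharidin control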
AHR activator: activators of human aryl hydrocarbon receptor. AHR-responsive luciferase reporter cells, luminescence. activation, % at 5 µM. actives 2.5% (n = 320,000). AID 2796; in the data active = activation above about 47%;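 note: 0% = vehicle wells and 100% = reference agonist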
Target sequence (P35869 whole entry, looked up): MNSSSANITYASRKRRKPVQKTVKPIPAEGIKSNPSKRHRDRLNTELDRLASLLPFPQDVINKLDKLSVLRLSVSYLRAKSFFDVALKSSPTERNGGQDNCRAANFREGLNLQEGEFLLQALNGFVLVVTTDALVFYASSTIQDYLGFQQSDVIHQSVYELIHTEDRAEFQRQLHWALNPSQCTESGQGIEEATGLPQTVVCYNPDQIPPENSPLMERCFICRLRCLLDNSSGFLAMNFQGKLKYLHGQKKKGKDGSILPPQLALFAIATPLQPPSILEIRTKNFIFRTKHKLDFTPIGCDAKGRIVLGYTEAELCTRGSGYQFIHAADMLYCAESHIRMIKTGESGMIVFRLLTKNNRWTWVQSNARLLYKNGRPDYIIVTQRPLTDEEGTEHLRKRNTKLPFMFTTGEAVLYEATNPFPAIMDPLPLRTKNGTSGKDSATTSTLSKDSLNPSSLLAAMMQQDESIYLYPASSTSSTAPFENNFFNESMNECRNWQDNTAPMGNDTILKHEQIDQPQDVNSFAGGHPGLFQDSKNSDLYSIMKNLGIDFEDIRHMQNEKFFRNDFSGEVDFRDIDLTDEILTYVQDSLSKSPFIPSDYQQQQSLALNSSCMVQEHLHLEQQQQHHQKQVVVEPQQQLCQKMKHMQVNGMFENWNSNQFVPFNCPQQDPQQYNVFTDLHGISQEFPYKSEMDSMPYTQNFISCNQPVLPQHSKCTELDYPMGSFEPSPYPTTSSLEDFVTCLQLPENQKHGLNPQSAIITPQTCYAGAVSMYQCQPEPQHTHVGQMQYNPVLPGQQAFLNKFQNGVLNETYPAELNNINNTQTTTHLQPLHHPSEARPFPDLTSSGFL
Fh CTSL1 inh: counter-screen for PFM18AAP inhibitors: inhibitors of F. hepatica cathepsin L1. recombinant F. hepatica cathepsin L1, Z-Leu-Arg-MCA fluorescence. inhibition, % at 5.96 µM. actives 0.49% (n = 300,000);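 active = inhibition above the mean of all tested compounds plus 3 SD, set per screening campaign, cut at about 17% in these data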;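 note: 0% = plate median of test compound wells and 100% = 1 µM Z-Phe-Ala-diazomethylketone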
core dimer inh: HCV core protein dimerization inhibition; actives 0.33% (n = 300,000); inhibition, % at 5 µM; TR-FRET GST/Flag-core106 dimerization, 1536-well;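 active = inhibition above the mean of all tested compounds plus 3 SD, set per screening campaign, cut at about 45% in these data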
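Assay system – GST-tagged and Flag-tagged HCV core protein residues 1-106 · Quantity – core106 proteins, GST 13.5 nM and Flag 17 nM · Benchmarks – unlabelled core106 and no-GST-core106 wells · Read-out basis – percent inhibition of core106 dimerization signal · Detection – time-resolved FRET, ex 340 nm, em 617 and 671 nm · Schedule – 4 h at 22.5 °C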
PP1 counter: blocks human PP1-alpha phosphatase, a PP5 counter-screen; P62136; purified PP1alpha, OMFP fluorescence; inhibition, % at 6.7 µM; actives 0.9% (n = 320,000); AID 2235;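 active = inhibition above the mean inhibition of all tested compounds plus 3 SD, computed separately for each screening campaign, cut at about 15% in these data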
proCasp3 act: activates human procaspase-3; recombinant procaspase-3 D3A, Ac-DEVD-pNA absorbance 405 nm; activation, % at 8.5 µM; actives 0.11% (n = 330,000); AID 463141;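 active = activation above the mean of all tested compounds plus 3 SD, cut at about 21% in these data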;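 note: 0% = DMSO alone and 100% = DMSO wells spiked with extra 5 µM PC-3 D3A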
Target sequence (P42574 whole entry D9A/D28A/D175A): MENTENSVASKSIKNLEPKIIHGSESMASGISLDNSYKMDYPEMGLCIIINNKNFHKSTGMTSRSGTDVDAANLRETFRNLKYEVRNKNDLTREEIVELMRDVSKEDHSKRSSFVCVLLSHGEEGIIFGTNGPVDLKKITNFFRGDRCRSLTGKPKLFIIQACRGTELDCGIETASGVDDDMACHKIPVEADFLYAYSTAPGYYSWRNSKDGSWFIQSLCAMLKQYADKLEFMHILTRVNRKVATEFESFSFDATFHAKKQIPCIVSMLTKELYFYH
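Assay system – Procaspase-3 D3A mutant, all three cleavage aspartates alanine · Controls – DMSO-only low control, 5 µM PC-3 D3A high control · Schedule – 1 h compound preincubation, 2 h substrate hydrolysis at 25 °C · Signal – 405 nm absorbance of p-nitroaniline, reads at 0 and 120 min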
procasp7 counter: activates human procaspase-7, counter-screen for procaspase-3 activators; recombinant procaspase-7, Ac-DEVD-pNA absorbance 405 nm; D23A/D198A/D206A triple mutant, cannot self-cleave; scale: DMSO 0, 5 µM enzyme 100; activation, % at 8.5 µM; P55210; actives 0.093% (n = 330,000);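 active = percent activation above the screen-wide mean plus 3 SD, cut at about 25% in these data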
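signal = Epi-absorbance of released pNA at 405 nm, two timepoints | assay system = Uncleavable procaspase-7 mutant enzyme | reagent = Ac-DEVD-pNA substrate, 400 µM as added | times = 1 h enzyme–compound preincubation and 2 h substrate reaction, both 25 °C | benchmarks = low DMSO alone, high DMSO plus 5 µM PC-7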
PAFAH2 FP inh: inhibitors of human PAFAH2; recombinant PAFAH2, FP-rhodamine activity probe, fluorescence polarization; inhibition, % at 3.39 µM; actives 0.99% (n = 340,000);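 active = inhibition above the mean over all tested compounds plus 3 SD, cut at about 30% in these data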;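 note: inhibitors block probe labeling of enzyme so polarization drops; 0% = enzyme with DMSO and 100% = wells lacking PAFAH2 protein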
Numbers without * were called inactive; · = not tested or not shown.

SMILES	TPT1 inh	PP5 inh	AHR activator	Fh CTSL1 inh	core dimer inh	PP1 counter	proCasp3 act	procasp7 counter	PAFAH2 FP inh
Cc1ccc(NC(=O)CN(C)S(=O)(=O)c2cccc3nsnc23)cc1Cl	-2.5	1.3	6.2	6.8	1.6	-1.4	-0.9	-6.7	-4.4
CC(NC(=O)c1ccccc1)c1nc2ccccc2n1Cc1ccccc1F (configuration not stated)	0.3	2.9	7.0	0.9	2.6	0.6	2.2	-13.2	·
O=C(Nc1cccc(C(=O)N2CCOCC2)c1)c1cncc(Br)c1	-4.9	1.2	21.2	-2.7	-3.4	-2.0	-3.2	6.9	4.0
COc1ccc(OCC(O)CN2C(=O)c3ccccc3C2=O)cc1 (configuration not stated)	-2.4	-1.9	-1.8	0.7	-0.1	-4.6	-3.9	8.3	-4.2
S=C(Nc1cccnc1)N1CCCCC1	2.9	-2.2	2.1	-4.3	0.5	-2.3	-2.7	0.2	-4.5
Cc1nnc(SCc2nc3ccccc3s2)n1N	-0.1	0.7	34.2	-4.0	9.1	-6.6	3.6	3.2	1.9
CC(=O)Nc1ccc(-c2ccc(NC(C)=O)cc2)cc1	3.9	2.5	3.1	1.5	4.1	-1.3	3.3	8.9	7.1
COc1ccc(CCNC(=O)CSc2ccc(NC(C)=O)cc2)cc1OC	-2.7	1.4	1.5	-1.2	4.5	-2.0	-9.7	-12.0	-0.5
C=CCNC(=O)CN1CCC(O)(c2ccccc2)CC1	-0.8	4.9	1.5	0.1	4.0	0.6	4.9	3.4	4.6
CCN(CC)S(=O)(=O)c1ccc(N2CCCC2)c(NC(=O)CC(C)(C)C)c1	-0.7	0.1	7.4	19.8*	-2.4	-0.2	-3.4	5.9	6.2
COc1ccc(NC2CCCN(C(=O)CCC(=O)c3ccc(F)cc3)C2)cc1 (configuration not stated)	1.4	5.0	9.1	-2.0	-8.1	-1.4	-1.1	-4.0	3.8
COc1cc(/C=N/Nc2nc3ccccc3o2)cc(OC)c1O	-0.4	-1.4	14.8	0.1	-15.7	-3.0	-7.2	9.5	0.1
CNC(=O)N1CCC(C(=O)c2c(C)c(C)c(C)c(C)c2C)CC1	-1.9	-0.3	0.0	-3.9	-5.6	-1.0	1.2	1.8	-4.9
Cc1ccc(NC(=O)c2cc(-c3ccccc3)nn2-c2ccccc2)c(Br)c1	-1.2	0.5	13.7	1.2	9.1	-2.2	1.9	4.0	-8.2
COc1cccc(NC(=S)Nc2cccc3ccccc23)c1	-1.5	0.5	87.7*	12.5	9.4	-8.7	-5.0	-15.1	1.8

Entries of single compounds, quoted from the list. Values in the order: TPT1 inh	PP5 inh	AHR activator	Fh CTSL1 inh	core dimer inh	PP1 counter	proCasp3 act	procasp7 counter	PAFAH2 FP inh
CC(NC(=O)c1ccccc1)c1nc2ccccc2n1Cc1ccccc1F (configuration not stated) across the screens: 0.3	2.9	7.0	0.9	2.6	0.6	2.2	-13.2	·
Cc1ccc(NC(=O)CN(C)S(=O)(=O)c2cccc3nsnc23)cc1Cl across the screens: -2.5	1.3	6.2	6.8	1.6	-1.4	-0.9	-6.7	-4.4
COc1cccc(NC(=S)Nc2cccc3ccccc23)c1 across the screens: -1.5	0.5	87.7*	12.5	9.4	-8.7	-5.0	-15.1	1.8
COc1ccc(CCNC(=O)CSc2ccc(NC(C)=O)cc2)cc1OC across the screens: -2.7	1.4	1.5	-1.2	4.5	-2.0	-9.7	-12.0	-0.5
COc1cc(/C=N/Nc2nc3ccccc3o2)cc(OC)c1O across the screens: -0.4	-1.4	14.8	0.1	-15.7	-3.0	-7.2	9.5	0.1

Other structures:
SMILES	TPT1 inh	PP5 inh	AHR activator	Fh CTSL1 inh	core dimer inh	PP1 counter	proCasp3 act	procasp7 counter	PAFAH2 FP inh
CCCNC(=S)N1CC2(C)CN(C(=O)C(=O)OCC)CC(C)(C1)C2=O	-5.0	0.4	-4.1	-4.3	-15.1	-0.1	10.8	3.9	-3.0
CSc1nnc(-c2cc[n+](C)cc2)n1CCO	1.1	-0.6	-2.2	1.4	-1.2	2.3	-8.6	-0.1	2.2
CC(=O)N1C(=O)C(=C2C=C(C)OC(C)=C2)c2ccccc21	27.4*	-0.3	55.0*	0.2	-7.7	2.2	3.2	0.2	-1.6
Cc1ccc2nc3c(cc(C(=O)NC4CCCCC4)c(=N)n3C3CCCCC3)c(=O)n2c1	1.6	2.3	-1.8	-1.1	-3.2	0.1	-3.7	-5.9	4.7
CC1(C)CC(NCCC(c2ccccc2)c2ccco2)CCO1 (configuration not stated)	-2.4	-1.7	1.7	-0.7	1.4	-4.2	3.4	2.5	0.2
Cc1ccc(C)c(OCCn2cc(/C=C(\C#N)C(=O)NCC3CCCO3)c3ccccc32)c1 (configuration not stated)	2.8	5.6	1.9	4.1	5.4	5.1	0.3	-14.4	-14.2
Cc1ccccc1S(=O)(=O)NCC1CCCO1 (configuration not stated)	16.0	0.1	-0.4	3.1	8.6	-0.5	-3.0	10.2	0.6
CCCNC(=O)c1cc(SC)ccc1Cl	1.4	-1.0	-2.1	-1.2	-0.2	-0.1	9.9	-6.0	-4.9
CCC(=O)N1c2ccc(S(=O)(=O)N3CCN(C)CC3)cc2CC1C (configuration not stated)	-0.5	1.3	0.8	-3.4	-8.8	-0.6	7.2	2.2	-1.4
CCOC(=O)/C(C#N)=C/Nc1ccsc1C(=O)OC	-3.4	-1.2	-3.3	4.1	-2.9	3.4	2.5	6.0	4.6
Cn1c(=O)c2c(nc(SCC(=O)c3ccccc3F)n2C)n(C)c1=O	-1.1	0.6	-2.0	-1.8	-2.1	-0.6	7.0	13.3	·
O=C(c1ccc(F)cc1)N1C2CCC1CC(O)(c1ccccc1F)C2 (configuration not stated)	-8.6	-2.4	0.6	3.1	-1.8	1.5	-5.2	2.9	-3.4
Cc1ccc(NC(=O)C2C3C=CC4(CN(Cc5cccnc5)C(=O)C24)O3)cc1 (configuration not stated)	-3.7	0.8	7.8	2.2	2.3	-0.7	6.8	-1.8	2.8
NS(=O)(=O)c1cccc(NC(=S)NC(=O)c2cccc([N+](=O)[O-])c2)c1	1.4	0.0	5.0	-0.6	0.1	-4.2	-5.2	-3.2	-3.4
CCNC(=O)c1oc2c(c1C)C(=O)CC(C)(C)C2	3.5	1.1	-0.2	-0.2	1.3	-0.6	5.0	7.2	4.9
COc1ccc(C(=O)NCCCCCC(=O)N/N=C/c2ccco2)cc1OC	0.8	0.6	3.8	-1.3	-8.3	-0.4	1.3	-3.8	-1.6
CNC(=O)c1cc2cc(OC)ccc2n1CCN(Cc1ccccc1)Cc1ccccc1	-6.0	0.7	19.3	1.7	2.5	-1.2	0.1	1.8	1.7
COC(=O)c1cccc(COC(=O)CNC(=O)c2ccco2)c1	1.7	1.7	-1.7	-3.8	2.0	-4.9	-9.8	-2.9	-4.0
Cc1cc(N2CCOCC2)c(F)cc1C(=O)c1ccccc1	-1.5	0.2	-1.7	-0.6	3.8	-4.0	5.2	7.5	9.7
COc1ccccc1NC(=O)NCc1ccccc1F	-4.3	1.2	13.2	1.7	3.2	0.2	5.8	-1.3	6.2
COc1ccc2nc(NC(=O)CSc3nnc(-c4ccoc4C)n3C)sc2c1	-7.0	-0.5	12.5	4.3	-0.8	2.7	-4.0	-1.1	-1.2
Cc1cc(C(=O)CN2C(=O)NC(C)(c3cccc(Br)c3)C2=O)c(C)n1Cc1ccco1 (configuration not stated)	1.4	0.0	0.2	0.6	31.2	2.5	3.3	-2.4	0.3
COc1cc(N=C(N)N=C(N)N)cc(OC)c1	-0.1	0.7	3.4	-0.2	-1.6	1.9	3.4	9.8	-1.8
O=C(Nc1ccc(Cl)cc1F)c1ccc(-n2cncn2)cc1	·	0.3	-3.6	·	·	-6.7	5.3	-8.9	4.4
S=C1Nc2ccccc2Sc2ccc(Cl)cc21	4.8	3.8	2.9	0.7	5.9	11.1	-1.8	-4.4	-5.7
Cc1n[nH]c(C)c1Cc1c(F)cccc1Cl	-4.3	-1.1	-6.3	0.8	2.4	-4.4	2.3	2.9	3.3
CCOC(=O)N1CCN(c2c(N3CCN(C(=O)OCC)CC3)c(=O)c2=O)CC1	-2.6	1.0	-0.7	-5.0	-2.6	-1.6	1.0	4.8	-1.4
O=C(Cn1nnc(-c2ccc(Cl)cc2)n1)NC1CCN(Cc2ccccc2)CC1	1.7	-0.5	0.7	5.5	-7.8	2.9	8.7	-0.8	-0.1
CCc1cccc(CC)c1NC(=O)COC(=O)C1(c2ccc(Cl)cc2)CCCC1	4.2	2.3	-0.5	-0.6	1.2	-0.8	8.9	1.0	4.8
Cc1nc(NS(=O)(=O)c2ccc(Cl)s2)c2c3c(sc2n1)CCCC3	4.7	-0.8	3.2	1.4	9.8	1.4	-0.3	2.8	18.0
NC(=O)c1ccc(NC(=O)CN2CCN(S(=O)(=O)c3ccc4ccccc4c3)CC2)cc1	·	4.4	-0.6	·	·	-0.3	-2.6	6.6	-2.9
CCc1noc(C)c1C(=O)Nc1cc(S(=O)(=O)N(CC)CC)ccc1N1CCOCC1	3.4	0.6	5.9	-0.5	3.3	-5.4	1.0	-1.2	6.5
CSc1ccc(C2=CC(=O)C[C@H](c3ccc(F)cc3)C2)cc1	·	1.0	0.9	·	·	-5.4	-0.8	1.1	-4.2
CC(C)(C)C(=O)OCc1nc(-c2ccc3c(c2)OCCO3)cs1	-2.6	3.5	4.7	-2.2	2.6	-0.2	-6.2	-0.3	1.8
N#C/C(=N/O)c1nc(-c2ccc(F)cc2)cs1	10.7	0.6	4.0	3.4	-6.4	2.1	0.7	8.1	2.4
CCN(C(=O)C(C)N1C(=O)/C(=C/c2ccco2)SC1=S)C1CCS(=O)(=O)C1 (configuration not stated)	10.0	-1.2	2.1	4.8	9.2	-7.3	-9.4	-23.1	0.0
Cc1cc(C)c2[nH]c(=O)c(C(c3nnnn3C(C)(C)C)N(Cc3ccco3)CC3CCCO3)cc2c1 (configuration not stated)	-1.4	1.7	10.7	0.9	3.7	-0.5	-3.8	0.7	2.1
O=C(NC1CC1)C1CCCN1S(=O)(=O)c1ccc2ccccc2c1 (configuration not stated)	-3.2	-3.7	-1.0	3.8	-0.8	0.1	6.8	12.6	0.7
CCOc1ccc(NC(=O)C2CC=CCC2C(=O)O)cc1 (configuration not stated)	-1.3	0.0	-0.6	1.1	-7.0	-0.8	-3.1	-0.1	-2.2
Cc1ccc(OCC(=O)Nn2c(C)nc3ccccc3c2=O)c(C(C)C)c1	-0.6	2.0	1.2	-0.4	3.3	0.0	-2.4	1.0	3.6
COc1cccc(CN2CCNC(=O)C2CC(=O)NCCc2nc(C)c(C)s2)c1OC (configuration not stated)	-0.7	3.4	-2.2	0.1	-7.3	0.0	-2.4	1.7	-3.1
N#CC1=C(N)Oc2cc(Nc3ccccc3)ccc2C1c1ccncc1 (configuration not stated)	7.5	6.6	-7.2	0.9	5.2	-1.1	0.1	-10.8	2.6
CCCOc1ccc(CNC(=O)C2CCN(C(=O)N3CCOc4ccccc43)CC2)cc1	-1.2	2.8	-0.5	-1.0	2.5	-4.0	2.1	9.9	-1.3

Not a hit list, and some 5.6% of all compounds hit somewhere here.
